Screens (PubChem)
OX1R antag-1 – antagonists of human orexin 1 receptor (OX1R); 330,000 compounds, 1.8% hits; OX1R-expressing cells, FRET antagonist read-out; inhibition, % at 6.6 µM; AID 485270, 2010; Orexin/Hypocretin receptor type 1 (Homo sapiens), O43613; in the data active means inhibition mostly above about 38%, no sharp cut-off; inactive means mostly below about 40%;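 further: 0% = agonist challenge alone and 100% = reference antagonist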
Target sequence (O43613 whole entry, looked up): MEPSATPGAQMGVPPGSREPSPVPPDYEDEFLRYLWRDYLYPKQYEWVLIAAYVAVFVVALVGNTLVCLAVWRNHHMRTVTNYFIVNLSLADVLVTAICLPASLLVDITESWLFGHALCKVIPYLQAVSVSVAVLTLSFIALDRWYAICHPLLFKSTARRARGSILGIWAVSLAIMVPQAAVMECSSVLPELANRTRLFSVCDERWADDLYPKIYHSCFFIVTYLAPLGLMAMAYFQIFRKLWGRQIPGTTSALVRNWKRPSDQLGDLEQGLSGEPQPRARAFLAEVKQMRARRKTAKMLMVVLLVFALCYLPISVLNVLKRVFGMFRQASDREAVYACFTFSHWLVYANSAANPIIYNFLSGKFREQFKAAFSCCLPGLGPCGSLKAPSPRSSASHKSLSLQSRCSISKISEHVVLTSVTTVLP
OX1R antag-2 – OX1R (HCRTR1) antagonists, primary screen, fluorescence, CHO/OX1R cells, Fluo-8 calcium, orexin A; Fluo-8 calcium fluorescence; inhibition, % at 5 µM; 330,000 compounds, 0.43% hits; AID 434989, 2010;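 active means inhibition above its plate's threshold, mean inhibition of all tested compounds on the plate plus 3 SD, cut at about 37% in these data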;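 further: 0% = orexin A challenge wells and 100% = SB-334867-A antagonist wells; not every result past the cut was called active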
Starred values were filed as active, the others as inactive. A portion of the library; count on the stated rates, not on these rows.

SMILES | OX1R antag-1 | OX1R antag-2
CCCCn1c(O)c(C(CC)=NCCN2CCOCC2)c(=O)[nH]c1=O | 21.0 | 0.3
CC(C)C/C(=N/O)c1c[nH]c2ccccc12 | 14.9 | -13.1
CCOC(=O)C1SC2(C(F)(F)F)CC1(O)c1c(C)cc(C)nc1O2 (stereo unspecified) | 3.9 | -20.9
COc1ccc(C2=NS(=O)(=O)N(C)C(C(=O)N3CCC4(CC3)OCCO4)=C2)cc1OC | 14.2 | -7.0
COC(=O)C1=C(c2cc3ccccc3s2)C[C@@H]2CC[C@H]1N2C(=O)N1CCC(O)CC1 | 3.2 | -25.4
CCOCCCN=Cc1c(O)n(Cc2ccccc2)c(=O)[nH]c1=O | 16.5 | -28.3
C=CC12CN(C)[C@@H]3C4CO[C@H](C[C@H]41)[C@]1(C(=O)Nc4ccccc41)[C@@H]32 (stereo partly specified) | 5.3 | -4.6
CCCCc1nc2ccccc2c(=O)n1-c1ccc(O)cc1 | 34.5 | -18.9
Cc1cc(=O)oc2cc(OCC(=O)N3CCN(Cc4ccc5c(c4)OCO5)CC3)ccc12 | 6.3 | -19.3
CCOC(=O)c1c(C)[nH]c(C(=O)C(Cc2ccccc2)N(C)C)c1C (stereo unspecified) | 6.0 | -21.0
COc1ccccc1OCC(=O)Nc1ccc(Cl)cc1C(=O)c1ccccc1 | 11.6 | -3.6
COc1ccccc1CN1CCCCC1c1cccnc1 (stereo unspecified) | 10.9 | 0.7
CC(C)(C)C(=O)Cn1c(NCCCl)nc2ccccc21 | 13.4 | -10.0
COc1ccc(CCNCc2ccccn2)cc1OC | 8.8 | -13.9
O=P1(NC2CCCC2)COc2ccccc2OC1 | 7.2 | -11.3
COC(=O)C1=C(c2ccc(OC(F)(F)F)cc2)C[C@@H]2CC[C@H]1N2C(=O)NCCO | -0.6 | 4.8
COC(=O)C1=C(c2ccccc2OCc2ccccc2)C[C@@H]2CC[C@H]1N2C(=O)NCc1ccc(F)cc1 | 22.3 | 13.9
O=P(OCC(F)(F)C(F)F)(N1CCOCC1)N1CCOCC1 | -4.0 | -6.0
CC12CN3CC(C)(CN(C1)C3c1cccs1)C2=O (stereo unspecified) | 6.9 | -3.5
C=C[C@@]12CN(C)[C@H]3[C@H]1[C@@]1(C(=O)Nc4ccccc41)C1CC2[C@@H]3CO1 | 5.5 | 0.5
c1ccc([C@@H]2CO2)cc1 | 7.9 | -14.4
Cc1nc2ccccn2c1P(=S)(N1CCCCC1)N1CCCCC1 | 9.5 | -33.0
O=C(c1cc(F)ccc1F)C1CCCN(Cc2cccc(Cl)c2)C1 (stereo unspecified) | 11.6 | -24.0
CCNC(=S)N(C)CCc1cc2c(c(OC)c1C=C1C(=O)N(C)C(=O)N(C)C1=O)OCO2 | 13.5 | -6.7
N=C1c2ccccc2CN1c1ccc(F)c([N+](=O)[O-])c1 | 23.5 | -8.7

Reprinted from the part before: 2 compounds, followed by the next part.
SMILES | OX1R antag-1 | OX1R antag-2
CCNC(=S)N(C)CCc1cc2c(c(OC)c1C=C1C(=O)N(C)C(=O)N(C)C1=O)OCO2 | 13.5 | -6.7
N=C1c2ccccc2CN1c1ccc(F)c([N+](=O)[O-])c1 | 23.5 | -8.7
Cc1ccc2c(c1)C1CN(C)CCC1N2C(=O)Cc1cccs1 (stereo unspecified) | 3.3 | -6.8
CN(C(=O)Cc1ccc2c(c1)OCO2)C1CCCN(Cc2ccccc2F)C1 (stereo unspecified) | 11.0 | -22.9
O=C(O)c1[nH]c(=O)[nH]c(=O)c1F | 10.6 | 0.9
CC(C)Oc1cc(-n2c(=S)[nH]c3ccccc3c2=O)c(Cl)cc1Cl | 8.6 | -9.2
Clc1ccc(OCC#CCN2CCCCCC2)cc1 | 25.7 | -6.1
CCOC(=O)c1cc(C)sc1/N=C/C1C(=O)NC(=S)NC1=O | 11.0 | -3.3
COC12C(COC(N)=O)C3=C(C(=O)C(C)=C(N)C3=O)N1CC1C2N1C (stereo unspecified) | 56.7* | 3.8
COc1ccc(C(C)=O)cc1CC(C(=O)c1ccc(Br)cc1)N(C)C (stereo unspecified) | 29.0 | -17.1
CCC(=NCc1cc(OC)cc(OC)c1)c1c(O)n(C)c(=O)n(C)c1=O | 11.2 | -4.2
C[C@]12CCC3[C@@H](CCC4=CC(=O)CC[C@@]43C=O)C1CCC2=O (stereo partly specified) | -5.9 | 13.1
O=P(/C(=N/O)N1CCOCC1)(N1CCOCC1)N1CCOCC1 | 24.2 | 1.2
CCOCCCn1c(N)c(C(=O)Nc2sc3c(c2C(=O)OC)CCCC3)c2nc3ccccc3nc21 | 12.0 | -8.9
CCN1/C(=C\C=C\C2=[N+](CC)c3ccccc3C2(C)C)C(C)(C)c2ccccc21 | 21.6 | 108.3*
COC(=O)CSC1=NN1c1cc(C)nc(N)n1 | 7.6 | -0.9
COc1ccc(C(=O)C2CCCN(Cc3cccc(C)n3)C2)c(OC)c1 (stereo unspecified) | 13.8 | -24.4
CCOc1ccc(CNCCc2ccc3c(c2)OCO3)cc1 | 15.5 | -14.9
CCC(C)(C)n1nnnc1CN1CCC(n2c(C)nc3cc(C(F)(F)F)ccc32)CC1 | 2.5 | -31.9
O=C(c1ccc(N2CCCCCC2)c([N+](=O)[O-])c1)N1CCC2(CC1)OCCO2 | 24.5 | -19.6
COc1ccc(CNCC(=O)N2CCC3(CC2)OCCO3)cc1 | 11.9 | -12.4
O=c1[nH]c(O)c(N=Nc2ccc(SC(F)F)cc2)c(=O)[nH]1 | 42.0* | 4.3
COc1ccc(CCn2c(O)c(C=NC3CC3)c(=O)[nH]c2=O)cc1OC | 14.2 | -3.4
CCOc1cc(C2NCc3ccccc3-n3cccc32)ccc1OC (stereo unspecified) | 3.8 | -16.2
C=CCn1c(=O)c(C=Nc2cccnc2Cl)c(O)n(CCCC)c1=O | 31.6 | -5.8
Cc1ccccc1-n1c(O)c(C=Nc2ccc3c(c2)OCO3)c(=O)[nH]c1=O | 5.6 | -17.6
NC(=O)c1ccc(C(=O)Nc2ccc([As](=O)(O)O)cc2)cc1 | 6.6 | -7.7

Rewritten with each value named: 3 of the compounds above.
structure: CN(C(=O)Cc1ccc2c(c1)OCO2)C1CCCN(Cc2ccccc2F)C1 (stereo unspecified)
  OX1R antag-1: 11.0 | OX1R antag-2: -22.9

structure: C[C@]12CCC3[C@@H](CCC4=CC(=O)CC[C@@]43C=O)C1CCC2=O (stereo partly specified)
  OX1R antag-1: -5.9 | OX1R antag-2: 13.1

structure: Cc1ccccc1-n1c(O)c(C=Nc2ccc3c(c2)OCO3)c(=O)[nH]c1=O
  OX1R antag-1: 5.6 | OX1R antag-2: -17.6

Next entries.
SMILES | OX1R antag-1 | OX1R antag-2
Cc1cc(C)cc(OCCOc2cccc(C=C3C(=O)NC(=O)NC3=O)c2)c1 | 13.2 | 10.6
Cc1nn(C2CCOC(C)(C)C2)c2c1C(c1ccc3c(c1)OCO3)SCC(=O)N2 (stereo unspecified) | 10.4 | -15.5
O=C1NC(=O)N(c2ccc3c(c2)OCO3)C(=O)/C1=C\c1ccsc1 | 3.4 | -10.3
O=P(C(c1c[nH]c2ccccc12)N1CCOCC1)(N1CCOCC1)N1CCOCC1 (stereo unspecified) | 32.6 | -37.1
O=C(COc1ccc(Cl)cc1Cl)N1CCN(C/C=C/c2ccccc2)CC1 | 6.7 | -7.5
Fc1c(F)c(F)c(N2CCNCC2)c(F)c1F | 20.3 | -1.4
CN1C(=O)C(=Cc2ccc(N3CCOCC3)o2)C(=O)N(C)C1=S | 22.6 | 13.1
C=C1C2[C@H](OC(C)=O)[C@@H]3CC(=O)[C@]4(C)OC[C@@]3(C)[C@@]4(O)[C@@H](OC(C)=O)[C@H](OC(C)=O)[C@@]2(COC(=O)c2ccccc2)[C@@H](OC(C)=O)C[C@@H]1O (stereo partly specified) | 3.4 | -6.6
CC(=NCc1ccco1)c1c(O)n(Cc2ccccc2)c(=O)[nH]c1=O | 20.3 | -11.4
COC(=O)C1=C(c2ccc3ccccc3c2)C[C@@H]2CC[C@H]1N2C(=O)NCCCOC(C)C | 3.1 | -35.5
COc1cccc(OCC(=O)N2CCN(C)CC2)c1 | 3.8 | -3.3
COC(=O)C1=C(c2ccc(OCc3ccccc3)cc2)C[C@@H]2CC[C@H]1N2C(=O)NCCN1CCOCC1 | 2.8 | 7.3
O=[N+]([O-])c1ccc(CN2CC=C(c3ccccc3)CC2)cc1 | 43.5 | -4.5
Cc1cc(/C=C2/C(=O)NC(=O)N(c3ccc(Br)cc3)C2=O)c(C)n1C | -1.1 | -9.4
C=CCn1c(O)c(C=NCCN(C)C)c(=O)[nH]c1=O | 17.4 | -10.1
COc1ccc(-n2c(O)c(C(C)=NCCCn3ccnc3)c(=O)[nH]c2=O)cc1 | 8.9 | 12.9
COC(=O)C1=C(c2cccc(C#N)c2)C[C@@H]2CC[C@H]1N2C(=O)NCCc1ccccc1 | -1.1 | -11.5
O=c1cc(C(F)(F)F)c2cc3c4c(c2o1)CCCN4CCC3 | 29.2 | 91.7*
OCCN1C2CCC1CC(O)(c1ccc(F)cc1)C2 (stereo unspecified) | 9.4 | -11.3
O=C(Nc1ccc(C(F)(F)F)cc1)OC1CN2CCC1CC2 (stereo unspecified) | 2.8 | 1.7
Cc1ccc2c(c1)CC1(CN2C)C(=O)NC(=O)N(c2cc(C)ccc2C)C1=O (stereo unspecified) | 9.6 | -8.6
COc1ccc2c(c1)c(C(=O)O)c(C)n2C(C)C | 11.5 | -4.0
CC1(C)CC2(CCO1)NCCN1C(=O)CSC12 (stereo unspecified) | 11.5 | 3.8
CC(C)c1ccc(N=Nc2c(O)[nH]c(=O)[nH]c2=O)cc1 | 19.9 | -7.5
O=C(N/N=C/c1c(O)n(CCc2ccc(F)cc2)c(=O)[nH]c1=O)c1ccccc1 | 9.6 | 7.0

3 entries from above, arranged by formula weight, falling:
SMILES | OX1R antag-1 | OX1R antag-2
COC(=O)C1=C(c2ccc3ccccc3c2)C[C@@H]2CC[C@H]1N2C(=O)NCCCOC(C)C | 3.1 | -35.5
O=c1cc(C(F)(F)F)c2cc3c4c(c2o1)CCCN4CCC3 | 29.2 | 91.7*
CC(C)c1ccc(N=Nc2c(O)[nH]c(=O)[nH]c2=O)cc1 | 19.9 | -7.5

More results follow:
SMILES | OX1R antag-1 | OX1R antag-2
COC(=O)C1=C(c2cc3ccccc3s2)C[C@@H]2CC[C@H]1N2C(=O)NCCS(C)=O (stereo partly specified) | 18.1 | -11.2
O=C(O)COc1ccccc1 | 3.1 | -10.7
COc1ccc2[nH]cc(C(=O)CN(C)C)c2c1 | 8.5 | -11.7
CCn1c(=O)cc(SCC(=O)N2CCC3(CC2)OCCO3)c2ccccc21 | 10.9 | -6.8
Cc1ccc(C2=NCC(=O)Nc3ccc(Br)cc32)cc1 | 4.4 | -3.7
COC(=O)[C@@H]1[C@@H](C(=O)OC)C2(c3ccccc3-c3ccccc32)N(c2ccc(Cl)cc2)N1C#N | 11.9 | -23.2
COc1ccc(C(=O)C23CN4CN(CN(C4)C2)C3)cc1 | 4.3 | -9.9
O=c1[nH]c(=O)n(CCC2=CCCCC2)c(O)c1/C=N/N1CCOCC1 | 26.2 | -16.9
CS(=O)(=O)Nc1ccc(Cc2noc(-c3ccc4[nH]cc(CCN)c4c3)n2)cc1 | 7.3 | -1.1
OC12Oc3ccccc3C=C1N1CCC2CC1 (stereo unspecified) | -1.5 | -16.0
O=C(Cn1nc(-c2ccccc2)ccc1=O)N1CCC2(CC1)OCCO2 | 26.0 | -3.0
CN(N)N=Nc1nc2c([nH]1)c(=O)n(C)c(=O)n2C | 10.2 | -9.3
COc1cccc(CN2CCNCC2)c1OC | 22.3 | 3.6
COc1ccc(NC(=O)N2CCC3(CC2)OCCO3)cc1OC | 14.3 | -3.4
C/C(=N\N1CCN(C)CC1)c1c(O)[nH]c(=O)[nH]c1=O | 1.9 | -0.6
CC(C)N1CCN(Cc2cccc3c2OCO3)CC1CCO (stereo unspecified) | 1.3 | -18.2
O=C(O)C12C3CCCC1C32c1ccccc1 (stereo unspecified) | -3.0 | -6.8
C=CCN1C(=O)C2(C(C(=O)OCC)=C(N)Oc3ccccc32)c2c1c1ccccc1oc2=O (stereo unspecified) | 11.3 | -12.7
CCC(=O)c1cc(F)c(N2CCN(CC)CC2)cc1C | 1.8 | -4.5
O=c1c2ccccc2nc(CN2CCCCCC2)n1-c1ccc(F)cc1 | -0.3 | -33.7
COC(=O)C1=C(c2ccc(-c3ccccc3)c(F)c2)C[C@@H]2CC[C@H]1N2C(=O)N1CCCC1 | 13.0 | 22.9
CC1CN=C(NCCc2ccccc2)S1 (stereo unspecified) | 6.6 | -11.5
COC(=O)C1=C(c2ccc(C(C)=O)cc2)C[C@@H]2CC[C@H]1N2C(=O)N1CCOCC1 | 7.3 | -2.8
C=CCn1c(O)c(/C(CC)=N/NC(=S)Nc2ccccc2)c(=O)[nH]c1=O | 8.8 | -11.8
CCOC(=O)Cn1cc(C(=O)c2ccccc2)c2ccccc21 | 3.9 | -21.6

(next part)
SMILES | OX1R antag-1 | OX1R antag-2
CCOC(=O)c1c(N)n(CCCOC(=O)c2ccco2)c2nc3ccccc3nc12 | 82.8* | -10.7
CC12CN3CC(c4ccccc4)(CN(C1)C31CCCCC1)C2=O | 5.2 | -1.7
CCOC(=O)c1c(N)n(Cc2ccco2)c2nc3ccccc3nc12 | 19.4 | -8.2
CCOc1ccc(C2CC(c3c(O)n(C)c(=O)n(C)c3=O)=NN2)cc1 (stereo unspecified) | 10.9 | -32.0
O=C(N/N=C/c1c(O)n(Cc2ccc(F)cc2)c(=O)[nH]c1=O)c1ccccc1 | 15.9 | -21.3
OC(C#CCN1CCOCC1)(c1ccccc1)C1CCCC1 (stereo unspecified) | 8.6 | -7.1
